ARNT TACC3 PPI: disruptors of ARNT/TACC3 protein interaction, primary screen, biochemical, AlphaScreen, single concentration; hit rate 0.66% among 390,000; inhibition, % at 9.99 µM; AlphaScreen His-ARNT PAS-B/GST-TACC3 binding, luminescence; TACC3 fragment carries E629A point mutation;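 active means mean inhibition of replicates at least 50% and at least half of replicates each reaching 50%; inconclusive means half or more replicates reach 50% but mean below 50%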;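 further: 0% = complete ARNT plus TACC3 wells and 100% = ARNT alone without TACC3; many hits fall short of the cut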
PAX8 inh HTS: inhibitors of PAX8-driven TPO luciferase reporter, primary screen, RMG-I cells, single concentration. inhibition, % at 12.6 µM. SteadyGlo, 24 h. hit rate 1.2% among 360,000;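 active means mean replicate inhibition at least 60% with every replicate also reaching 60%; inconclusive means only one of the two criteria is met; inactive means mean below 60% and not all replicates reaching 60%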;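 further: luciferase light reporting Pax8 driven TPO promoter activity; plate controls were median of neutral control wells for no effect and mitoxantrone controls for full effect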
EWS-Fli block: EWS/Fli-driven NR0B1 reporter inhibitors, primary screen, A673 cells, NR0B1 luciferase, luminescence, MLPCN library; viability-normalised; AID 651661, 2012; inhibition, % at 12.6 µM; hit rate 0.67% among 350,000;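 active means mean inhibition of at least 50% after viability correction, with every replicate also passing that limit; inconclusive means mean reaches 50% but only one of two replicates passes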;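 further: firefly luciferase signal divided by Alamar Blue viability fluorescence both relative to DMSO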
Casp6 inh: human caspase-6 inhibitors, primary screen, biochemical, VEID-R110 fluorescence, single point, set 2 | P55212 | hit rate 0.53% among 350,000 | purified caspase-6, Z-VEID-R110 cleavage fluorescence | inhibition, % at 12.5 µM;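 active means mean inhibition across replicates at least about 35%, with every replicate also reaching that limit, limit read from the data; inconclusive means only one of the two criteria met; inactive means neither criterion met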;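 further: 0% = median of neutral control wells and 100% = no fluorescence left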
Target sequence (P55212 24-179 limits assumed): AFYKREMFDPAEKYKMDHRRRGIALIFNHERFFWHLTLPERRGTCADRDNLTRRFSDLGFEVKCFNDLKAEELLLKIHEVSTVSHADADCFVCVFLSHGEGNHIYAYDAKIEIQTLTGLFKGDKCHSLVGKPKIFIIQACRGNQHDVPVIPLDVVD
Target sequence (P55212 194-293 limits assumed): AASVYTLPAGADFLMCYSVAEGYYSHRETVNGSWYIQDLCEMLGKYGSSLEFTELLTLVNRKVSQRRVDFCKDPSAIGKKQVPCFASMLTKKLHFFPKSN
SIRT5 block: SIRT5 desuccinylase inhibitors, primary screen, biochemical, fluorescence imaging, single point, set 5 | inhibition, % at 15 µM | NAD-dependent protein deacylase sirtuin-5, mitochondrial (Homo sapiens), Q9NXA8 | Purified SirT5, succinyl-peptide AMC, trypsin-coupled fluorescence | AID 652115, 2013 | hit rate 1.1% among 330,000; in the data active means inhibition above about 15%; inconclusive means no clear call, values can overlap the other calls
Target sequence (Q9NXA8 whole entry, looked up): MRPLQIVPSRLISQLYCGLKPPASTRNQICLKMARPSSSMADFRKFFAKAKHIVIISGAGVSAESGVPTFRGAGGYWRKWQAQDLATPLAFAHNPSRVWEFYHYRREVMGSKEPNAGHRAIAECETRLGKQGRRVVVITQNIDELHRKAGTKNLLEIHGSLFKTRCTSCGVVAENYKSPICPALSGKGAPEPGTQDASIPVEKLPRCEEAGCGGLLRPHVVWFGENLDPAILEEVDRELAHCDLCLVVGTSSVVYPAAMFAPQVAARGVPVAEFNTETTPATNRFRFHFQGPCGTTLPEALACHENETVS
DENV2 CPE: inhibitors of DENV2 cytopathic effect, primary screen, cell-based, plate reader, single concentration | DENV2-infected cells, cytopathic effect rescue | CPE inhibition, % at 9.99 µM | hit rate 1.7% among 350,000 | AID 651640, 2012; in the data active means CPE inhibition above about 20%, passing the limit was not always enough; inconclusive means no clear call, values can overlap the other calls; tested in BHK-21 cells;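 further: 0% = median of neutral control wells and 100% = median of positive control wells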
LGR2 antag: inhibitors of bursicon-induced LGR2 CRE-luciferase signal, primary screen, cell-based, HEK293, CRE-luciferase reporter, bursicon stimulation; AID 720647, 2013; hit rate 0.35% among 380,000; Drosophila bursicon receptor LGR2 (rickets); inhibition, % at 9.99 µM; bursicon-stimulated, 4 h;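 active means drop in luminescence signal, shown as inhibition above about 50% in the replicate tests, limit read from the data, passing the limit was not always enough; inconclusive means probably only some replicates passing the limit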;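 further: agonist challenge used bursicon conditioned medium at about half maximal strength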
* hit, by the source's call; u = inconclusive; x = no result given; & = joins results of further samples. Not all compounds are listed (hit frequency here may not be typical).

Compound | ARNT TACC3 PPI | PAX8 inh HTS | EWS-Fli block | Casp6 inh | SIRT5 block | DENV2 CPE | LGR2 antag
C[C@]12CCC(OC(=O)CCC(=O)O)CC1=CCC1C2CC[C@]2(C)C(=O)CCC12 (stereo not given in full) | -5 | 1 | 13 | 0 | -5 | -5 | 4
CCOC(=O)[C@]12Cc3cc(Cl)ccc3[C@H]1N(C)C(=O)c1ccccc12 | x | 14 | -2 | 2 | 1 | 5 | 21
CC(O)C1C=CC=CC(=O)OC2CC3OC4C5OC5(C)C(O)CC4(COC(=O)C(O)C(C)CCO1)C2(C)C31CO1 (stereo not given) | 2 | 113* | 29 | 2 | 0 | 1 | 104*
CCC(C)C1(CC)C(=O)NC(=O)N=C1N (stereo not given) | -4 | -5 | x | x | x | x | 3
Cn1cc(Br)c(C(=O)Nc2ccc3c(C(F)(F)F)cc(=O)oc3c2)n1 | -3 | 0 | -3 | -1 | -1 | 11 | 0
COc1ccc(-n2nnnc2C(c2ccnc3ccccc23)N2CCC(n3c(=O)[nH]c4ccccc43)CC2)cc1 (stereo not given) | x | 3 | 6 | -3 | 3 | 1 | -1
CC=Cc1ccc2n(c1=O)C[C@@H]1[C@@H](CO)[C@H](C(=O)OC)[C@H]2N1C(=O)CC (mixture of isomers) | -9 | x | -3 | -1 | -7 | 4 | 4
COc1cc2c(c(OC)c1OC)-c1ccc(C(=O)O)cc1[C@@H](NC(C)=O)CC2 | 2 | -2 | -8 | x | x | x | 13
CC(C)(C)C(=O)N1Cc2cc(-c3cccc(F)c3)ccc2-n2nncc2C1 | x | 11 | -4 | -1 | 2 | -4 | -11
COCc1ccc(CN2CCCC(C(=O)c3sccc3C)C2)o1 (stereo not given) | 14 | 8 | 12 | 0 | -3 | 6 | 1
O=C(CCCc1ccc(N(CCCl)CCCl)cc1)NCc1ccccc1 | x | 5 | 28 | 3 | -1 | 4 | -2
COc1ccc(N=Cc2c(O)n(CC3CCCO3)c(=O)[nH]c2=O)cc1 (stereo not given) | x | -5 | -13 | -2 | 0 | 4 | -1
COC(=O)C(O)(c1ccc(N(C)C(=O)COc2ccccc2)cc1)C(F)(F)F (stereo not given) | x | 34 | 2 | 5 | 0 | x | -11
Nc1c(Br)cc([N+](=O)[O-])cc1[N+](=O)[O-] | x | x | 4 | -2 | x | -5 | -18
O=C(c1cc(-c2ccccc2)nc2ccccc12)N1CCC2(CC1)OCCO2 | -2 | x | 1 | 1 | 9 | 2 | -13

(continued)
Compound | ARNT TACC3 PPI | PAX8 inh HTS | EWS-Fli block | Casp6 inh | SIRT5 block | DENV2 CPE | LGR2 antag
CCOC(=O)C1(c2ccccc2)CCN(CCC(=O)Nc2ccc(C(=O)OC)cc2)CC1 | 5 | 10 | 12 | -2 | -3 | -6 | -7
C=CCN1C[C@@H](C)N(C(c2ccc(C(=O)N(CC)CC)cc2)c2cccc(OC)c2)C[C@@H]1C (stereo not given in full) | 5 | 13 | 7 | x | 0 | 7 | -1
N[C@@H](CCl)C(=O)O | -1 | -20 | -10 | -1 | 3 | -1 | -4
CC(Cc1ccccc1)NCCC(=O)NC(C)Cc1ccccc1 (stereo not given) | 0 | 13 | 11 | 1 | -4 | -1 | -5
COc1ccc(CCNCc2sccc2C)cc1 | -6 | 10 | -7 | 2 | 2 | 0 | 4
COc1ccc(OC(=O)N(C)C[C@H]2OCc3cnnn3CCCC(=O)N([C@@H](C)CO)C[C@@H]2C)cc1 | 4 | 7&-21 | 0&0 | 0&5 | -2 | u | -3&-12
Cc1cc(OCC(=O)NC(Cc2ccc(Cl)cc2)C(=O)O)c2c3c(c(=O)oc2c1)CCCC3 (stereo not given) | 19 | x | 2 | 7 | x | 0 | x
CCCCCn1c(=O)c(C(=O)Nc2nc(CC(=O)OCC)cs2)c(O)c2ccccc21 | 0 | 28 | 36 | -3 | 1 | -3 | -1
COC(=O)[C@@H]1[C@@H](CO)[C@@H]2Cn3c(ccc(-c4ccccc4F)c3=O)[C@H]1N2CC1CCCC1 | -3 | x | 8 | 0 | -4 | 0 | 11
O=c1[nH]c(=S)[nH]c(O)c1N=Nc1ccc(S(=O)(=O)N2CCc3ccccc32)cc1 | x | -3 | 24 | 7 | -2 | -8 | -18
CCN(CC)S(=O)(=O)N1CCC(C(=O)N2CCC3(CC2)OCCO3)CC1 | -3 | -2 | 3 | 0 | -2 | x | 0
CS(=O)(=O)NNP(=O)(NNS(C)(=O)=O)NC(=O)c1ccc(Br)cc1 | 1 | 14 | -3 | 2 | -2 | -2 | 16
N#CC1c2ccccc2-n2nncc2CN1C(=O)c1ccccc1F (stereo not given) | x | -17 | 1 | -3 | -7 | 7 | -1
Oc1c(Br)cc(-c2ccccc2)cc1Br | x | 2 | 2 | 1 | -1 | -2 | -9
CCCCCN1C(=O)c2cc(OC)ccc2[C@@]2(C(=O)OCC)Cc3cc(OC)ccc3[C@@H]12 | x | 48 | 11 | 2 | -1 | -12 | 40

The results go on:
Compound | ARNT TACC3 PPI | PAX8 inh HTS | EWS-Fli block | Casp6 inh | SIRT5 block | DENV2 CPE | LGR2 antag
Cn1cc(C(=O)OCC(=O)Nc2ccccc2)c2ccccc21 | -4 | -11 | 6 | 0 | -1 | 5 | 10
CN1C(=O)C(=Cc2cc([N+](=O)[O-])ccc2N2CCCCC2)C(=O)N(C)C1=O | -1 | -3 | 4 | -5 | -7 | -5 | 18
NCCc1ccc(S(N)(=O)=O)cc1 | -1 | 12 | 3 | -1 | -2 | 6 | -10
O=P(Nc1ccccc1)(Nc1ccccc1)Oc1ccc(Cl)cc1 | 1 | x | 17 | 5 | -2 | 1 | -2
C#CC1(O)C=CC2C3CCC4=CC(=O)CCC4C3CCC21CC (stereo not given) | -1 | 9 | -2 | 2 | -3 | -8 | -5
CC(C)CCn1c(=O)c(C(=O)NCc2ccco2)c(O)c2ccccc21 | -9 | 11 | -9 | 0 | 1 | -8 | -12
Cc1nn(Cc2ccccc2)c(Cl)c1C(=O)OC(C)C(=O)Nc1ccc(F)cc1Cl (stereo not given) | 2 | 7 | -3 | -3 | 2 | -7 | 19
CC1C2Cc3ccc(O)cc3[C@]1(C)CCN2CCc1ccccc1 (stereo not given in full) | 1 | x | 8 | -2 | x | 19 | -3
CC(C(=O)Nc1ccc(Cl)cc1Cl)N1CC=C(c2ccccc2)CC1 (stereo not given) | -19 | -10 | 12 | 1 | -1 | 1 | -9
COC(=O)[C@@H]1[C@@H](CO)[C@@H]2Cn3c(ccc(-c4ccc(F)cc4)c3=O)[C@H]1N2C(=O)c1ccccc1F | -10 | -1 | 1 | 0 | -13 | 2 | -15
O=c1cccc2n1CC1CC2CN(S(=O)(=O)c2ccccc2)C1 (stereo not given) | -14 | x | 6 | -3 | -7 | 3 | -10
Cc1ccsc1/C=C1\C(=O)NC(=S)N(C)C1=O | -1 | -2 | 41 | 5 | 4 | -2 | 3
O=C(c1ccco1)N1Cc2ccccc2-n2nncc2C1 | x | -7 | 2 | 1 | -3 | 1 | -6
COC(=O)c1c(C)[nH]c(C(=O)C(C)[N+]23CCN(CC2)CC3)c1C (stereo not given) | 1 | 15 | 13 | 0 | -1 | 3 | 10
c1ccc(P(c2ccccc2)c2ccccn2)cc1 | -4 | -11 | 15 | 0 | 6 | -1 | -1

Continuation.
Compound | ARNT TACC3 PPI | PAX8 inh HTS | EWS-Fli block | Casp6 inh | SIRT5 block | DENV2 CPE | LGR2 antag
COc1cc(C)cc(CN2CC=C(c3ccccc3)CC2)c1O | 2 | 2 | 8 | -1 | 1 | -6 | x
CN1CCc2c([nH]c3ccccc23)C1 | 8 | x | 2 | -7 | x | -23 | 11
CC1CCC[C@H](O)CCCCCc2cc(O)cc(O)c2C(=O)O1 (stereo not given in full) | -6 | 1 | -5 | 22 | -5 | 0 | 4
O=C(Cc1ccccn1)N1CCCCN2[C@H](CO)[C@H](c3ccc(-c4ccc(F)cc4)cc3)[C@H]2C1 | -1 | 1 | 5 | 1 | 0 | -8 | 3
OC1CCCCC1N1CCC(c2ccccc2)CC1 (stereo not given) | -2&-15 | 14 | -1 | -4 | 6 | -3 | -2
Fc1ccc(Cn2nnnc2CN2CCC(n3nnc4cc(C(F)(F)F)ccc43)CC2)cc1 | -2 | 26 | 13 | 1 | -6 | 9 | -1
CN(C)/C=C1/C(=O)NC(=O)N(CCNc2ncc(C(F)(F)F)cc2Cl)C1=O | -9 | -43 | 11 | x | -5 | 1 | -21
CCN1CCN(C(=O)COc2ccc(S(=O)(=O)N3CCOCC3)cc2C)CC1 | -7 | 6 | 5 | -2 | 0 | 2 | -11
CCOC(=O)CC(NC(=O)C(Cc1ccc(N(CCCl)CCCl)cc1)NC(C)=O)C(=O)OCC (stereo not given) | -1 | 7 | 68* | 13 | -3 | -8 | -26
COc1ccc(-c2cc(=NCCCCCC(=O)O)c3cc(C)ccc3o2)cc1 | 61* | -35&-57 | -68&-47 | 0&-2 | -34 | u | -96&-22
COc1ccccc1OCC#CCN1CCCCCC1 | -8 | 9 | 8 | -28 | -3 | -2 | -22
NC(N)=N/N=C/c1ccc(N2CCOCC2)cc1 | x | 13 | 3 | -1 | x | -4 | -10
CCOC(=O)[C@]12Cc3ccc4ccccc4c3[C@H]1N(Cc1ccccc1)C(=O)c1ccccc12 | x | 24 | 6 | 10 | 2 | 1 | x
COC(=O)C1=C(c2ccccc2)C[C@@H]2CC[C@H]1N2C(=O)N1CCC(C)CC1 | -5 | 2 | -4 | 0 | 3 | u | -9
CCCCn1c(NS(=O)(=O)c2ccc(C)cc2)c(C(=O)OCC)c2nc3ccccc3nc21 | -1 | -19 | 5 | -1 | -3 | u | -7

Continued:
Compound | ARNT TACC3 PPI | PAX8 inh HTS | EWS-Fli block | Casp6 inh | SIRT5 block | DENV2 CPE | LGR2 antag
C/C(=N\NC(=O)c1ccccc1Cl)c1c(O)n(C2CCCCC2)c(=O)[nH]c1=O | -3 | -1 | 3 | 3 | 3 | 9 | -14
Cc1nccc2c1[nH]c1ccccc12 | -7 | -13 | 2 | -2 | -35 | -5 | 19
COc1ccccc1CN1CCNCC1 | x | -36 | -45 | -4 | x | 3 | -10
COc1ccc(C(=O)NC(=S)N2C[C@H]3C[C@H](C2)c2cccc(=O)n2C3)cc1OC | -2 | x | -3 | 4 | x | u | x
C1CN(P2(N3CC3)=NP(N3CC3)(N3CC3)=NP(N3CC3)(N3CC3)=N2)CCO1 (stereo not given) | x | 1 | -1 | -192 | 0 | -4 | 10
COc1cc(C=C2C(=O)NC(=O)NC2=O)ccc1O | -3 | -6 | -2 | 4 | -3 | 2 | -5
CCCn1c(C(=O)c2ccccc2OC)nc2ccccc21 | -1 | 1 | x | x | x | x | -7
Cn1c(O)c(C=Nc2cccc(C(F)(F)F)c2)c(=O)n(C)c1=O | 0 | -1 | 4 | -2 | 1 | 3 | -9
CC(C)[N+](C)(CCC(C(N)=O)(c1ccccc1)c1ccccc1)C(C)C | -5 | 13 | -6 | -9 | -4 | -5 | 16
CCOc1cc2c(cc1OCC)-n1cccc1C(c1ccc(F)c(OC)c1)NC2 (stereo not given) | 16 | 3 | 3 | -5 | -8 | -9 | -11
CCCOC(=O)C1C2CCC(O2)C1C(=O)O (stereo not given) | -19 | x | -13 | -1 | 0 | -9 | 3
Cc1ccc(Cn2nc(C(=O)Nc3ccc(Br)cc3)cc2C)cc1 | -7 | -138 | -86 | 3 | -1 | 4 | -35
CN1CCN(Cc2ccc3ccccc3c2)CC1 | -1 | -18 | 15 | 0 | -1 | -4 | 5

Screening results deposited in PubChem by Broad Institute.
